SENP7 inh: inhibitors of human SENP7 protease. recombinant SENP7, Z-RLRGG-aminoluciferin luminescence, 40 min. inhibition, % at 5 µM. actives 1.5% (n = 330,000). AID 434973;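 active means inhibition above about 50% at the single test dose, limit read from the data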;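 further: plate controls were DMSO with enzyme for no effect and no enzyme buffer wells for full effect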
Target sequence (Q9BQF6 706-1050 limits assumed): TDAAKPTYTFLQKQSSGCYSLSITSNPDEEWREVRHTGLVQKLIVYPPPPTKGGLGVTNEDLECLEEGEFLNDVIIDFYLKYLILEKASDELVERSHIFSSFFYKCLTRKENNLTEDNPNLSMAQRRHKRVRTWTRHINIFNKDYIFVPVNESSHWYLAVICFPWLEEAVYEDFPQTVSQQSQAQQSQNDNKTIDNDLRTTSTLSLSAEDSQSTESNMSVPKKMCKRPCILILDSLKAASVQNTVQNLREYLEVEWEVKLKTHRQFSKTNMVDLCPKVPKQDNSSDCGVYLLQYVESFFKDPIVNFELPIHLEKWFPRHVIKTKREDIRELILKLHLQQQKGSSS
HKDC1 inh: inhibitors of human hexokinase HKDC1; recombinant HKDC1, G6PDH/diaphorase resazurin coupled fluorescence; inhibition, % at 20 µM; actives 0.16% (n = 340,000); AID 493160;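 active means inhibition above about 35% when tested at 20 µM, limit read from the data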;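 further: plate controls were DMSO wells with enzyme for no effect and DMSO wells lacking enzyme for full effect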
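System: Recombinant HKDC1 hexokinase | Amount: HKDC1 at 5 µg/mL | Reagent: Glucose with 1 mM ATP | Doses: Single 20 µM dose | Incubation: Reaction time 90 min, room temperature, protected from light | Signal: Coupled resazurin fluorescence, excitation 525 nm, emission 613 nm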
SENP6 inh: inhibitors of human SENP6 protease | Q9GZR1 | inhibition, % at 10 µM | actives 1.8% (n = 330,000) | Recombinant SENP6 catalytic domain, aminoluciferin luminescence;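 active means inhibition above about 50% at the single tested dose, limit read from the data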;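 further: plate controls were DMSO wells with enzyme for no effect and DMSO wells lacking enzyme for full effect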
Apaf-1 inh: inhibitors of human Apaf-1 apoptosome; actives 0.71% (n = 330,000); O14727; reconstituted apoptosome caspase-3 activity, DEVD-Rh110 fluorescence; AID 489030; inhibition, % at 20 µM; active means inhibition of at least 40% at 20 µM;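 further: plate controls were DMSO wells for no effect and DEVD-CHO caspase inhibitor wells for full effect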
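Material: cell-free apoptosome with Apaf-1, procaspase-3 and caspase-9; Buffer or medium: Hepes pH 7.5 with detergent and BSA; Reagent: cytochrome c trigger plus (Z-DEVD)2-Rh110 caspase-3 substrate; Times: compound with Apaf-1, dATP, procaspase-3 30 min, then 50 min reaction, room temperature; Technique: Rh110 fluorescence intensity.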
SENP8 block-1: inhibitors of human SENP8 protease; recombinant SENP8, Nedd8 substrate fluorescence; actives 0.64% (n = 360,000); inhibition, % at 20 µM; AID 602440; in the data active means inhibition mostly above about 40%, no sharp cut-off; inactive means mostly below about 27%
Target sequence (Q96LD8 whole entry, looked up): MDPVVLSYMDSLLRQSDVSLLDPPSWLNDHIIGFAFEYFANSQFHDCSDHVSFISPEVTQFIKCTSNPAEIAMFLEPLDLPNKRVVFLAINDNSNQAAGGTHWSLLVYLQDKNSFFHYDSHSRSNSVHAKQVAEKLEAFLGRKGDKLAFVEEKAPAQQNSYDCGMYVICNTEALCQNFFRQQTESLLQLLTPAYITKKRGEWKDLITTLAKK
SENP8 block-2: blocks the human protease SENP8. AID 2540. purified SENP8, Z-RLRGG-aminoluciferin cleavage, luminescence. inhibition, % at 10 µM. actives 1.2% (n = 330,000); in the data active means inhibition above about 50%
SENP1 inh: inhibitors of human SENP1 SUMO protease catalytic domain; Q9P0U3; recombinant SENP1 catalytic domain, CyPet-SUMO1-YPet FRET cleavage; inhibition, % at 10 µM; actives 0.21% (n = 360,000); AID 624204;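 active means inhibition at least 30% at 10 µM, raw YFP signal under a set limit, fluorescence ratio 0.5 to 1.5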;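 further: 0% = enzyme with DMSO and 100% = no enzyme wells; some results filed as inactive read as strong as hits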
Target sequence (Q9P0U3 419-644 limits assumed): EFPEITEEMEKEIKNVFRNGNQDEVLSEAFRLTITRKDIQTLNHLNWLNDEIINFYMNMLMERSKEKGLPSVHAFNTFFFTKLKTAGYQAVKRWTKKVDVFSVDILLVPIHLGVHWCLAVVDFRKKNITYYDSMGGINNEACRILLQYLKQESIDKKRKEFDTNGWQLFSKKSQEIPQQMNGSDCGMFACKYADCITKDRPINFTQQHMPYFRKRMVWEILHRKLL
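System: Recombinant human SENP1 catalytic domain, His6-tagged | Incubation: Enzyme reaction for 50 min at room temperature, dark | Medium: Tris pH 8 with BME, BSA, NP40 and catalase | Also added: 25 nM SUMO1 FRET substrate | Compound: 10 µM single point, 0.5% DMSO | Measured by: FRET fluorescence in CFP and YFP emission channels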
PfG6PD inh: PfG6PD (Plasmodium falciparum) enzyme inhibition; actives 0.78% (n = 350,000); inhibition, % at 20 µM; PfGluPho enzyme, NADPH resazurin-diaphorase fluorescence;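 active means inhibition reaching at least a set limit at 20 µM in the primary screen, cut at about 59% in these data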;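 further: 0% = DMSO wells with substrate and 100% = DMSO wells lacking glucose-6-phosphate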
NLRP3 yeast inh: NALP3 inhibition in yeast; Yeast reconstituted NLRP3/ASC/caspase-1, beta-gal luminescence, 24 h; inhibition, % at 10 µM; actives 0.39% (n = 330,000); AID 2825;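 active means inhibition of 50% or more; inactive means inhibition below 50%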;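 further: plate controls were induced DMSO wells for no effect and uninduced yeast grown without galactose for full effect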
* hit, by the source's call; nt = not tested or not shown; & = joins results of further samples; ! = a repeat was not active.

nr	structure	SENP7 inh	HKDC1 inh	SENP6 inh	Apaf-1 inh	SENP8 block-1
1	CC(NC(=O)COC(=O)CCc1nc(=O)c2ccccc2n1C)c1ccccc1 (stereo not given)	0	-2	0	4	1
2	C[C@]12c3[nH]c4ccccc4c3CCN1C(=O)C(CC(=O)NCCCn1ccnc1)C[C@@H]2C(=O)N1CCCCC1 (stereo not given in full)	-4	-4	-7	4	11
3	COc1ccc(NC(=O)COC(=O)C2C3CC4OC(=O)C2C4C3)cc1 (stereo not given)	-2	0	-1	2	8
4	Cc1oc(-c2ccc(Cl)cc2)nc1CN1CCCC(C(=O)NCCCN2CCOCC2)C1 (stereo not given)	-5	-4	-11	15	17
5	CC(C)(C)c1ccc(C(=O)NC(=O)CSc2n[nH]c(N)n2)cc1	5	1	-6	3	-2
6	CCOC(=O)Cc1csc(NC(=O)Nc2ccc(C)cc2)n1	-6	4	-12	-4	18
7	Cc1ccccc1Cn1c(Cc2ccccc2)nc2ccccc21	0	1	-1	5	15
8	CN(C)c1ccc(CC2C(=O)Nc3ccccc32)cc1 (stereo not given)	6	5	-3	29	-9
9	CCOc1ccc(NCc2cccn2-c2nnc(N3CCC(C(=O)NCCCN4CCCCC4C)CC3)s2)cc1 (stereo not given)	-4	-4	6	24	7
10	O=C(CCCCCN1C(=O)[C@@H]2Cc3ccccc3CN2C1=O)NCCc1ccccc1	-3	0	-7	-7	-3
11	Cn1c(Oc2ccccc2NCc2cc(Br)ccc2O)cc(=O)n(C)c1=O	3	8	-12	10	27
12	O=c1oc2cc(OCc3c(F)c(F)c(F)c(F)c3F)ccc2cc1-c1ccccn1	-10	-12	-20	2	-338
13	CCc1cccc2c(C(=O)COC(=O)/C=C/c3ccc(O)c(OC)c3)c[nH]c12	-1	3	7	-2	-165
14	COc1ccc(OCC(O)CNC(=O)Nc2cccc3ccccc23)cc1 (stereo not given)	-6	-1	-27	2	-28
15	COC(=O)C(NS(=O)(=O)c1cccc(S(=O)(=O)NC(C(=O)OC)c2ccccc2)c1)c1ccccc1 (stereo not given)	0	-1	-18	9	21

nr	SENP8 block-2	SENP1 inh	PfG6PD inh	NLRP3 yeast inh
1	5	1	18	0
2	-12	2	-1	-1
3	-8	-1	-7	15
4	-3	-1	-12	14
5	2	-2	-20	-2
6	-8	2	4	18
7	-6	0	-28	-52
8	2	-4	83*	11
9	3	-1	18	10
10	-2	1	1	22
11	0	3	-26	9
12	-15	-39	-11	14
13	-2	-44	16	17
14	-12	0	3	6
15	-1	-22	-4	1

(listing goes on)
nr	structure	SENP7 inh	HKDC1 inh	SENP6 inh	Apaf-1 inh	SENP8 block-1
16	CCSc1nnc(NC(=O)Cc2ccc(OC)c(S(=O)(=O)N3CCOCC3)c2)s1	-4	-1	-16	12	20
17	CC(=O)c1c(COC(=O)c2ccco2)nc2ccccc2[n+]1[O-]	4	4	-3	0	19
18	O=C(COC(=O)CNC(=O)c1ccco1)Nc1ncc(Cl)cc1Cl	-6	10	-5	0	-28
19	Cc1ccc2c(c1)Oc1ccc(NC(=O)CCl)cc1C(=O)N2	7	27	8	-2	15
20	Clc1ccc2c(c1)[C@H]1OCC[C@H]1[C@@H](c1ccco1)N2	-3	8	26	4	-431
21	COc1ccccc1C(=O)COC(=O)c1cccc(-n2cnnn2)c1	1	-2	1	26	14
22	COCCCC/C(=N\OCCN)c1ccc(C(F)(F)F)cc1	-8&4	1&-1&-3&-6&-9	-26&-9	99*!	5&6&4&16&19
23	O=C(O)/C=C/c1nc(-c2ccccc2)n2ccccc12	-6	-11	-12	7	-138
24	O=C(CSc1ccc2nnc(-c3ccccn3)n2n1)Nc1cccc(F)c1	-1	-6	10	2	-17
25	Cc1ccc(S(=O)(=O)N2CCC(C(=O)OCC(=O)NC3(C#N)CCCCC3)CC2)cc1C	0	-4	-9	8	16
26	Cc1coc(C)c1C(=O)Nc1ccc2ccccc2c1	49	-1	66*	8	-2
27	O=C(C1CCN(c2ncnc3c2sc2cccc(F)c23)CC1)N1CCCC1	2	nt	-10	-9	nt
28	COc1ccc(Nc2ncnc3sc(C)cc23)c(OC)c1	7	-3	-17	-7	-2
29	O=S(=O)(Nc1cccnc1)c1cccc(Cl)c1	4	-10	6	-7	7
30	O=C(CN(c1ccc(Cl)cc1)S(=O)(=O)c1ccccc1)N1CCN(c2ccccc2)CC1	7	2	-13	25	30

nr	SENP8 block-2	SENP1 inh	PfG6PD inh	NLRP3 yeast inh
16	0	0	-4	-1
17	8	2	-4	5
18	-3	-8	15	6
19	9	4	-15	-26
20	36	6	29	35
21	3	1	6	13
22	-8&-2	3&1&0&1&2	-21&1&-3&7&-16	16&30
23	-10	-20	6	-2
24	-5	-4	-10	5
25	-3	0	-7	15
26	27	0	14	26
27	-1	nt	nt	8
28	3	1	7	30
29	4	-1	-7	9
30	-4	0	-3	18

Additional records:
nr	structure	SENP7 inh	HKDC1 inh	SENP6 inh	Apaf-1 inh	SENP8 block-1
31	COCCN=C1Sc2nc3ccc(C)cc3cc2CN1Cc1cccs1	1	7	-22	16	-34
32	CN(C(=O)c1ccc(NC(=O)Cc2cccc(NC(=O)C3CCN(C(=O)C4CCCC4)CC3)c2)cc1)C1CCCC1	7	-7	-3	10	13
33	CCOc1ccccc1NC(=O)CCNS(=O)(=O)c1cccc2nonc12	2	-4	5	7	7
34	Cc1cc(N(C)NC(=S)Nc2ccccc2)nc(C)n1	0	-3	-6	4	-5
35	Cc1nn(S(=O)(=O)c2ccccc2)c(C)c1Sc1ccc([N+](=O)[O-])cc1	4	5	-55	9	14
36	COc1cc(/C=N/NC(=O)C(=O)NCC2CCCO2)ccc1OCC(=O)N1CCOCC1 (stereo not given)	9	-5	-25	-7	-3
37	O=C(Nc1ccccc1-c1nc2ccccc2[nH]1)c1ccc(S(=O)(=O)N2CCCCC2)cc1	nt	-6	nt	nt	-62
38	CC(C)OC(=O)C(C#N)c1nc2ccccc2nc1N1CCN(Cc2ccccc2)CC1 (stereo not given)	-4	-3	7	10	-231
39	CCCCc1ccc(NC2=NCC(=O)N2CCc2ccccc2)cc1	-4	-2	-21	15	13
40	CCCC(CCC)C(=O)NCCN1CCOCC1	6	-2	-22	-17	22
41	Cc1ccc(C(=O)c2cc(C)sc2N)cc1	-7	-5	-23	13	13
42	CSc1nc2c(C)c(C)c(C)c(C)c2[nH]1	-3	4	-11	-5	8
43	CCC(C)(C(=O)NC1CCCC1)N(C)C(=O)c1ccccn1 (stereo not given)	11	-2	5	-24	6
44	CCN(CC)C(=O)C(=O)Nc1ccc(F)c(Cl)c1	-1	-5	7	-11	11
45	COc1ccccc1C(=O)n1nc(-c2cccnc2)nc1N	-4	-5	-8	12	3

nr	SENP8 block-2	SENP1 inh	PfG6PD inh	NLRP3 yeast inh
31	-4	-5	35	8
32	-4	-1	-3	-3
33	6	0	13	0
34	-10	2	0	2
35	1	-49	40	13
36	4	3	-5	17
37	nt	2	-9	nt
38	-5	-23	-7	24
39	-3	0	12	29
40	12	-1	-4	20
41	-16	-4	26	27
42	-8	0	5	11
43	-3	3	-7	4
44	-7	-1	-3	2
45	-15	2	3	-4

Other results follow:
nr	structure	SENP7 inh	HKDC1 inh	SENP6 inh	Apaf-1 inh	SENP8 block-1
46	CCCCc1ccc(NC(=O)COc2ccc(C(=O)Nc3ccccc3C)cc2)cc1	-2	nt	-3	9	nt
47	Cc1ccc(C)c(N2CCN(C(=O)COc3cc(=O)n(C)c4ccccc34)CC2)c1	2	-4	-4	27	14
48	Cc1nnc(SCC(=O)NNC(=O)c2ccco2)n1-c1cccc(Cl)c1	-12	-9	-11	9	11
49	COCCN1CC(=O)N2C(c3cccc(OC)c3)c3[nH]c4ccccc4c3C[C@H]2C1=O (stereo not given in full)	-12	3	-16	7	8
50	CCOC(=O)C1=C(N)OC(CCl)=C(C#N)C1c1ccsc1 (stereo not given)	-2	25	12	-5	11
51	CCc1cc(C(=O)OC)c(NC(=O)c2cc(Br)cs2)s1	8	0	-4	2	-163
52	CCn1cc(CNC(=O)c2cccc([N+](=O)[O-])c2)cn1	-2	1	-12	0	5
53	COc1ccc(NC(=O)COC(=O)CCCC2=NS(=O)(=O)c3ccccc3N2)cc1	3	-3	16	-4	13
54	CCCOc1ccccc1N/C(N)=N/c1nc(C)cc(C)n1	-2	-11	-2	-3	6
55	Cc1ccc(-c2cc(NC(=O)CSc3n[nH]c(N)n3)n(-c3ccccc3)n2)cc1	2	4	-15	23	10
56	O=[N+]([O-])c1ccc(-c2nnc(CNC3CCCC3)o2)cc1	-6	13	-7	-8	-12

nr	SENP8 block-2	SENP1 inh	PfG6PD inh	NLRP3 yeast inh
46	-1	nt	nt	7
47	-2	1	14	25
48	-6	2	-13	1
49	-13	-7	-3	8
50	3	4	-17	3
51	2	-3	3	11
52	-4	0	-7	5
53	5	0	8	3
54	-3	0	-4	-13
55	-6	2	6	14
56	-3	2	13	6

Records 47–56, reprinted for reference:
nr	structure	SENP7 inh	HKDC1 inh	SENP6 inh	Apaf-1 inh	SENP8 block-1
47	Cc1ccc(C)c(N2CCN(C(=O)COc3cc(=O)n(C)c4ccccc34)CC2)c1	2	-4	-4	27	14
48	Cc1nnc(SCC(=O)NNC(=O)c2ccco2)n1-c1cccc(Cl)c1	-12	-9	-11	9	11
49	COCCN1CC(=O)N2C(c3cccc(OC)c3)c3[nH]c4ccccc4c3C[C@H]2C1=O (stereo not given in full)	-12	3	-16	7	8
50	CCOC(=O)C1=C(N)OC(CCl)=C(C#N)C1c1ccsc1 (stereo not given)	-2	25	12	-5	11
51	CCc1cc(C(=O)OC)c(NC(=O)c2cc(Br)cs2)s1	8	0	-4	2	-163
52	CCn1cc(CNC(=O)c2cccc([N+](=O)[O-])c2)cn1	-2	1	-12	0	5
53	COc1ccc(NC(=O)COC(=O)CCCC2=NS(=O)(=O)c3ccccc3N2)cc1	3	-3	16	-4	13
54	CCCOc1ccccc1N/C(N)=N/c1nc(C)cc(C)n1	-2	-11	-2	-3	6
55	Cc1ccc(-c2cc(NC(=O)CSc3n[nH]c(N)n3)n(-c3ccccc3)n2)cc1	2	4	-15	23	10
56	O=[N+]([O-])c1ccc(-c2nnc(CNC3CCCC3)o2)cc1	-6	13	-7	-8	-12

nr	SENP8 block-2	SENP1 inh	PfG6PD inh	NLRP3 yeast inh
47	-2	1	14	25
48	-6	2	-13	1
49	-13	-7	-3	8
50	3	4	-17	3
51	2	-3	3	11
52	-4	0	-7	5
53	5	0	8	3
54	-3	0	-4	-13
55	-6	2	6	14
56	-3	2	13	6

Screens deposited in PubChem BioAssay by Sanford-Burnham Center for Chemical Genomics.

Compounds were not picked by outcome (roughly 4.1% active in at least one column).
